Bioassay records as filed in PubChem.
HCT116 PTEN-null: PTEN-deleted cell growth suppression | AID 827 | HCT116 PTEN-null viability, CellTiter-Glo, 60 h; hits give low values | viability, % at 10 µM | actives 1.2% (n = 140,000);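 active = viability at or below a set limit, 4 SD under the median of all tested compounds, cut at about 3.7% in these data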;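 also: PTEN knockout HCT116 line with beta catenin targeted HCT116 as companion control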
Phagocyt inh: blocks phagocytosis by macrophages | inhibition, % at 5 µM | actives 0.07% (n = 110,000) | AID 1029 | J774A.1 macrophage IgG-bead phagocytosis, imaging;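 active = inhibition above the mean of the plate negative controls plus 5 SD, cut at about 13% in these data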;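 also: phagocytic index as fraction of beads internalized from green versus red external bead signal; plate controls were DMSO negative control for no effect and cytochalasin-D positive control for full effect; some results beyond the cut were filed as inactive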
Measles CPE: protection of cells from measles virus; AID 841; Measles virus-infected cells, CPE protection, absorbance; protection (pct of control), % at 4 µM; actives 1.5% (n = 140,000); in the data active = protection mostly above about 24%, no sharp cut-off; inactive = mostly below about 26%; also: some compounds called inactive have numbers as strong as hits
NPY-Y2 antag: blocks the human neuropeptide Y Y2 receptor. P49146. NPY-Y2 expressing cells, antagonist mode. inhibition, % at 2.7 µM. actives 0.99% (n = 140,000). AID 793; in the data active = inhibition above about 17%;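 also: 0% = vehicle with agonist challenge and 100% = reference antagonist with challenge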
Target sequence (P49146 whole entry, looked up): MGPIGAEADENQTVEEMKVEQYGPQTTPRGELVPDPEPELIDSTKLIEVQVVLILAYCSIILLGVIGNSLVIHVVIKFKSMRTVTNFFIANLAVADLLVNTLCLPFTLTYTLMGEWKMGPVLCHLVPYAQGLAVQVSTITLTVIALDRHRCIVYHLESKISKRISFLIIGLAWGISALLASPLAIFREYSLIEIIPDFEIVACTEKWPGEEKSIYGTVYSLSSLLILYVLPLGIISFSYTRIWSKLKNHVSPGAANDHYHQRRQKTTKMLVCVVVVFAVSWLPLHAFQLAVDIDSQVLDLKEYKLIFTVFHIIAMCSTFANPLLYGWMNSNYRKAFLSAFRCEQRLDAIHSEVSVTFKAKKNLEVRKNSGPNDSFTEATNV
GALR2 antag: antagonists of human galanin receptor 2 (GALR2) | GALR2-expressing cells, antagonist mode | inhibition, % at 4 µM | actives 0.39% (n = 140,000) | AID 828; in the data active = inhibition above about 27%;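 also: cells stimulated with galanin 1-16 at roughly its EC80; 0% = agonist challenge control and 100% = basal control without agonist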
Target sequence (O43603 whole entry, looked up): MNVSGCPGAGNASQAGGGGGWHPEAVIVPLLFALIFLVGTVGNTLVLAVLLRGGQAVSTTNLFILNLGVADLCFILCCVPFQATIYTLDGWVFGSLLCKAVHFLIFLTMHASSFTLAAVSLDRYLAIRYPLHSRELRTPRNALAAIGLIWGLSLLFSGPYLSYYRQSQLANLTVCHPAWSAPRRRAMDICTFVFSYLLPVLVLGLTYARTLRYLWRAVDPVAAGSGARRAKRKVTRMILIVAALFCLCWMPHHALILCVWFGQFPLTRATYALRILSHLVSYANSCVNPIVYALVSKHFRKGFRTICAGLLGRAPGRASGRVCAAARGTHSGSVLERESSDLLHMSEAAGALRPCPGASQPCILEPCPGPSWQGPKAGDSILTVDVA
HCT116 bCat-KO: beta-catenin-lacking colon tumor cell growth suppression; HCT116 beta-catenin knockout viability, CellTiter-Glo, 60 h; hits give low values; viability, % at 10 µM; actives 1.5% (n = 140,000);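 active = viability at or under a set limit, the compound median less 4 SD, cut at about 6% in these data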;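 also: 0% = Hyamine 1622 control at 20 µM and 100% = untreated cell control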
Yeast life ext: yeast lifespan extension | S. cerevisiae growth with nicotinamide, OD615; deaD strain in restrictive glucose medium | inhibition of the nicotinamide effect, % at 10 µM | actives 0.68% (n = 130,000) | AID 775;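 active = inhibition above a set limit, placed 3 SD over the median of all compounds, cut at about 26% in these data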;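 also: 0% = nicotinamide-treated wells and 100% = cells grown without nicotinamide; some compounds called inactive have numbers as strong as hits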
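System: DeaD-strain S. cerevisiae / Buffer or medium: CSMM-D, restrictive glucose (dextrose) synthetic minimal medium / Probe or stimulus: nicotinamide, 1.5 mM, co-present with compound / Compound: one concentration, 10 µM, DMSO 0.25% / Incubation: 48 h compound exposure at 30 °C, humidified / Technique: optical density (absorbance) at 615 nm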
E-sel TNF inh: TNF alpha driven E-selectin expression inhibition. HUVEC TNFa-induced E-selectin immunofluorescence, high content. inhibition, % at 2 µM. actives 0.71% (n = 120,000). AID 1246;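 active = inhibition above the batch mean plus 3 SD, and confirmed as a hit on visual image review, cut at about 43% in these data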;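 also: 0% = TNF-stimulated DMSO wells and 100% = unstimulated control wells; not every result past the cut was called active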
Yeast growth inh: reduces growth of yeast BB579 in restrictive medium; S. cerevisiae BB579 growth, OD615, 48 h; AID 804; inhibition, % at 10 µM; actives 0.51% (n = 140,000);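 active = inhibition above a set limit, 3 SD over the mean compound inhibition, cut at about 44% in these data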; also: inactives centre near -24
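Test system: S. cerevisiae DeaD strain BB579 yeast; Medium: restrictive CSMM-D medium; Compound: one dose, 10 µM compound with 0.25% DMSO; Incubation: 4 h cell preincubation, 48 h compound exposure, 30 °C humidified; Signal: OD at 615 nm; Benchmarks: amphotericin B at 10 µg/mL as positive control.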
MRP1 act: activators of MRP-1. H69AR cells + doxorubicin, viability rescue, CellTiter-Glo. viability increase, % at 10 µM. actives 0.61% (n = 140,000);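 active = viability gain under doxorubicin at or above a set limit, the compound median plus 3 SD, cut at about 4.7% in these data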;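 also: MRP-1 overexpressing cells given doxorubicin 25 µM after compound pretreatment; 18-22 h compound pretreatment then 72 h with doxorubicin before readout; 0% = doxorubicin-only wells and 100% = vehicle-treated cells without doxorubicin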
The depositor's hits bear a star; nt = no result given; & = joins results of further samples.

Structure	HCT116 PTEN-null	Phagocyt inh	Measles CPE	NPY-Y2 antag	GALR2 antag	HCT116 bCat-KO	Yeast life ext	E-sel TNF inh	Yeast growth inh	MRP1 act
Cc1ccc(S(=O)(=O)c2nc(-c3ccccc3)oc2NCc2cccnc2)cc1	93	0	23	2	-2	98	-7	-25	4	-0.6
Cc1ccc(OCCC(=O)NCCc2ccc(S(N)(=O)=O)cc2)cc1	99	-10	7	1	-9	89	10	24	-10	-0.6
CCN(CC)S(=O)(=O)c1cccc(-c2nnc(SCc3nnc(-c4cccs4)o3)n2N)c1	61	2	3	3	9	63	-15	nt	-17	-0.6
CC1(c2ccc3ccccc3c2)NC(=O)N(CC(=O)Nc2cccc(S(=O)(=O)N3CCOCC3)c2)C1=O (centres undefined)	69	-5	11	0	-12	83	2	20	-49	-0.7
Cc1cc(S(=O)(=O)N(Cc2ccccc2Cl)c2ccc3c(c2)CCC3)ccc1-n1cnnn1	78	-4	4	0	2	86	4	nt	-40	-2.4
Cn1c(SCC(=O)NCc2ccccc2)nnc1-c1ccc(NC(=O)CCc2ccccc2)cc1	94	-2	13	-3	11	102	-13	19	-46	-4.2
C=CCn1c(O)c(N=NC(=O)OC(C)(C)C)c2ccccc21	96	-7	3	3	-1	88	-4	24	-11	-0.5
Cn1c(=S)[nH]c2ccccc21	90	0	5	-2	-3	86	-4	7	-11	-3.0
Fc1ccc(NC(=S)N/N=C/c2ccc(F)c(F)c2)c(F)c1	102	0	21	3	15	107	-30	2	-54	-0.5
Cc1oc(C(=O)O)cc1COc1ccc2c(C)cc(=O)oc2c1	86	-2	16	3	-1	89	-12	7	-2	0.1
CCOC(=O)c1nnn(CC(=O)N2N=C(c3cc(C)ccc3C)CC2c2ccc(OC)cc2)c1C(=O)OCC (centres undefined)	66	-4	3	-1	-13	77	-4	nt	-10	-1.1
O=C(O)CSCC(=O)Nc1cccc2ccccc12	106	nt	9	1	-3	105	-19	-38	-13	-1.2
O=S(=O)(c1ccccc1)N(C1=NCCS1)S(=O)(=O)c1ccccc1	89	0	13	-3	-5	88	-20	29	-48	-3.1
COc1ccccc1CNc1nc(SC)ncc1CO	98	4	19	4	4	92	2	-16	-35	-0.5
O=C(CCCn1c(=O)[nH]c2cc(Cl)ccc2c1=O)NCCCN1CCCC1=O	106	0	14	4	5	100	-4	1	-1	-0.2
Cc1cc(C(F)(F)F)c2c(N)c(C(=O)Nc3cc(C)on3)sc2n1	88	0	9	0	11	99	-7	-9	9	-1.0
CC(C)Cc1nnc(NC(=O)CS(=O)(=O)Cc2ccccc2)s1	90	-1	5	3	9	101	0	12	-5	-2.0
COC(=O)c1ccc(NC(=O)C(=O)N2CCN(C(=S)Nc3cccc(C)c3C)CC2)cc1	98	-9	30	-1	0	92	6	nt	-13	0.9
Clc1ccc(-c2nnc(C34CC5CC(CC(C5)C3)C4)o2)cn1	96	0	7	1	-2	94	-6	-1	-35	-3.2
CCCCC(=O)Nc1cccc(NC(=O)c2ccc3c(c2)OCO3)c1	76	4	24	1	0	87	-8	-41	-39	-3.4
O=C(Cc1cccs1)NC1(C(=O)NC2CCCC2)CCCCC1	99	-4	9	4	8	84	4	nt	-55	3.2
CCOc1cc(/C=C2\C(=O)N(CCc3ccc(OC)c(OC)c3)C(C)=C2C(=O)OC)ccc1O	74	-5	9	2	7	68	-2	nt	-10	-3.9
Cc1ccc(-n2cnc3c(sc4nccc(N(C)C)c43)c2=O)cc1	106	-1	12	4	-3	106	-6	4	-28	-3.7
O=C(CCCN1C(=O)c2ccccc2C1=O)NC1=NCCS1	108	-1	5	0	7	106	-9	-33	6	0.3
Cc1ccc(CN2CCN(CC(=O)N3CCc4ccccc4C3)C2=O)cc1	97&102	0	2	2	13	101	-13	8	-10	0.1
Cc1c(C(=O)NCc2cccnc2)sc2ncn(CC(=O)N3CCCCC3C)c(=O)c12 (centres undefined)	83	-2	7	-1	1	90	1	-3	-28	-0.3
Cc1ccc(C(=O)N2CCOCC2)cc1S(=O)(=O)Nc1cccc(C)c1C	95	nt	4	-2	-1	90	-5	5	-26	-3.2
CC(=O)c1sc(NC(=O)c2cccc3ccccc23)nc1C	86	-1	11	2	1	87	-6	-19	-19	-2.1
Cc1ncc(CO)c(/C=N/NC(=O)c2ccc(Br)cc2)c1O	10	-13	nt	0	21	15	3	nt	-2	3.4
C(=N\n1cnnc1)/c1ccc2c(c1)OCO2	102	2	nt	0	0	104	-9	44	-8	-0.6
Cc1ccc(SCc2cc(=O)[nH]c(/N=C(\N)Nc3ccccc3Sc3ccccc3)n2)cc1	76	-8	15	2	7	89	1	57	-16	-6.2
Cc1ccccc1NC(=O)c1ccccc1NS(=O)(=O)c1cccc2cccnc12	88	4	3	4	-10	93	-13	-3	-58	-3.2
CCn1c(SCC(=O)N2CCC(C(N)=O)(N3CCCCC3)CC2)nnc1-c1ccccc1	97	nt	11	1	-2	95	nt	-37	-32	-0.5
O=C(NCCc1ccccc1)C1CCC(CNc2c(N3CCCCC3)c(=O)c2=O)CC1 (centres undefined)	94	nt	9	0	3	95	-1	6	14	-1.6
O=C1CC(Nc2ccc(N3CCOCC3)cc2)C(=O)N1C1CCCCC1 (centres undefined)	91	nt	22	1	3	88	nt	-20	-30	-1.5
COc1ccc(-c2cnn3c4c(c(C)nc23)CCN4C(C)C)cc1OC	99	-1	5	2	-3	99	-16	nt	-31	1.4
Fc1ccccc1NC(=S)NCCc1ccccc1	84	nt	4	-2	2	85	-28	12	-23	-4.5
Cc1ccc2[nH]c(-c3cccc(N)c3)cc2c1	81	0	19	-1	18	80	-28	nt	-39	-4.2
CCOCCCNS(=O)(=O)c1ccc(-n2cnnn2)c(OC)c1	96	nt	3	7	-9	95	-8	19	-6	0.9
COc1ccc(N2CCC(CNC(=O)Nc3ccc(C)c(C)c3)C2)cc1 (centres undefined)	89	nt	7	3	-3	88	-2	-12	-33	-0.5
CCOC(=O)N1CCN(S(=O)(=O)c2ccc(C)cc2)C1c1ccc(OC)cc1 (centres undefined)	70	0	14	6	-2	81	7	7	1	-2.3
CCCCSc1nc2c(=O)[nH][nH]c(=O)c2n1Cc1ccccc1	91	nt	6	3	-4	92	nt	7	-15	0.0
COc1cc(OC)c(C2C(C(=O)O)c3ccccc3C(=O)N2C)cc1OC (centres undefined)	97	nt	18	2	-5	107	-5	nt	-27	-1.9
Cc1cc(C(=O)COc2cccnc2[N+](=O)[O-])c(C)n1-c1ccccc1	87	nt	9	3	-17	99	2	nt	-36	-2.6
O=C(/C=C/c1ccco1)Nc1ccc(-c2nc3ccccc3[nH]2)cc1	7	-3	3	1	22	8	-4	nt	-8	-4.0
COc1ccccc1-n1c(=O)[nH]c2c(C(N)=O)nc(C3CCCCC3)nc21	83	0	12	0	-1	72	-8	68*	0	-3.2
c1ccc(-n2nnnc2SCc2cccc3nsnc23)cc1	87	1	7	7	13	92	-7	-15	-59	-3.2
CCOc1ccc(-n2c(=O)[nH]cc(C(=O)N3CCCc4ccccc43)c2=O)cc1	99	nt	5	4	-2	94	-7	nt	-39	-2.8
CCCCC(=O)Nc1ccc(NC(=O)c2cc(OC)c(OC)c(OC)c2)cn1	109	-1	28	-1	10	93	0	nt	-59	-0.1
C/C(=N\Nc1ccc(C(F)(F)F)cc1[N+](=O)[O-])C(C)C	101	6	4	3	-1	94	-1	nt	0	1.1
Cc1ccccc1N(C(=O)CCC(=O)Nc1ccccn1)C(C(=O)NC(C)C)c1ccc(O)cc1 (centres undefined)	111	0	14	2	-2	100	3	nt	-60	0.5
NS(=O)(=O)c1cccc(NC(=O)COC(=O)C2(c3cccc(F)c3)CCCC2)c1	96	-6	24	-2	4	100	-4	nt	-13	-1.4
COc1ccc(Cn2c(C3CC3)nc3ccc(NC(=O)C4CC4)cc3c2=O)cc1	89	-1	7	2	7	85	-26	0	-52	-1.7
CN1CCN(c2nc(NCCOC34CC5CC(CC(C5)C3)C4)nc(OCC(F)(F)F)n2)CC1	26	2	3	13	-1	30	-9	-14	12	-2.4
O=C(Nc1cccc([N+](=O)[O-])c1)c1ccncc1	96	nt	6	1	-13	97	-1	nt	-25	1.3
CCCCCOc1ccccc1C(=O)NCC(=O)O	96	nt	9	3	-4	103	-4	nt	-15	0.6
CC(=O)NC(CCS(C)(=O)=O)C(=O)Nc1ccc(Oc2ccccc2)cc1 (centres undefined)	108	nt	20	2	4	99	-4	-5	-26	0.0
COc1ccc(OCCN(C)Cc2ccccc2)cc1	99	0	17	1	6	94	-9	29	5	-2.9
C=CCc1ccc(OCCOCCOc2cccc3ccc(C)nc23)c(OC)c1	58	3	8	3	0	50	-5	9	-26	-1.8
CC(C)CNC(=O)c1cccc(Cn2cc(Cl)cn2)c1	90	-1	-1	-2	0	101	-6	-5	-35	-0.5

Additional compounds:
Structure	HCT116 PTEN-null	Phagocyt inh	Measles CPE	NPY-Y2 antag	GALR2 antag	HCT116 bCat-KO	Yeast life ext	E-sel TNF inh	Yeast growth inh	MRP1 act
CCC(C)c1ccccc1NC(=O)COC(=O)c1ccc2c(c1)S(=O)(=O)c1ccccc1C2=O (centres undefined)	91	-8	10	3	3	91	2	-1	-27	2.9
O=C(O)CCN1C(=O)c2ccncc2C1=O	105	-1	12	-2	14	92	-6	-11	2	1.1
Cc1c(C(C)(C)C)c(C=S)n2ccccc12	91	0	31	1	-7	91	-17	-4	-57	-2.2
CC(=O)NS(=O)(=O)c1ccc(NC(=O)CCc2ccccc2)cc1	101	-5	8	2	2	101	-4	nt	6	-0.6
CN1c2ccccc2C(C)(C)C12C=Cc1cc(O)ccc1O2 (centres undefined)	24	nt	17	8	-1	42	16	nt	-44	1.4
COc1ccc(NC(=O)C2C(=O)N(CCO)C3(C)CC2c2ccccc2O3)cc1 (centres undefined)	100	-1	22	2	5	104	-2	0	-10	-0.9
Cc1ccc(NS(=O)(=O)c2ccc(NC(=O)[C@@H]3CCCC[C@@H]3C(=O)O)cc2)c(C)c1	101	nt	12	7	2	103	-8	-61	-33	-1.4
CCCCN(CCCC)C(=O)CSc1nnc2n(C)c(=O)c3c4c(sc3n12)CCCC4	78	nt	23	3	-7	80	-2	-16	-43	-2.8
O=C1c2ccccc2C(=O)c2c1ccc(C(=O)N1CCCCC1)c2NCCO	54	nt	25	-2	-1	55	-17	0	-6	-3.5
O=C(O)C1CSC(c2ccncc2)N1 (centres undefined)	96	0	17	0	-13	89	-10	-6	-16	-1.5
